Assay outcomes deposited in PubChem BioAssay by Sanford-Burnham Center for Chemical Genomics.
tim23-1 inh – inhibits growth of tim23-1 mutant yeast; S. cerevisiae tim23-1 growth, BacTiter-Glo luminescence, 24 h; inhibition, % at 20 µM; 330,000 tested, 1.3% active;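 active = growth inhibition of the mutant yeast at or above 50%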;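 also: temperature-sensitive mutant grown at 25 °C; plate controls were DMSO-treated mutant yeast for no effect and medium wells lacking yeast for full effect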
UPR XBP1 act – activators of adaptive arm of unfolded protein response (XBP1); CHO-XBP1 luciferase reporter, IRE1-XBP1 UPR activation, luminescence; percent of tunicamycin response, DMSO as zero; activation, % at 20 µM; 330,000 tested, 0.33% active;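 active = versus positive control, 20 µM dose yields 30% or more activation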;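 also: 100% = tunicamycin at 10 µg/mL and 0% = DMSO only wells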
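Assay system: CHO-XBP1 luciferase reporter cells; Schedule: 6 h treatment, 37 °C; Detection: glow luminescence from Steady-Glo reagent; Benchmarks: high control tunicamycin 10 µg/mL final, low control DMSO vehicle only.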
Mdm2-MdmX inh – human Mdm2/MdmX binding inhibition. inhibition, % at 8 µM. O15151+Q00987. 330,000 tested, 3% active. SaOS-2 split-luciferase Mdm2/MdmX complementation, luminescence. AID 485346;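 active = inhibition of at least 50% at 8 µM in the primary screen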
tim10-1 inh – tim10-1 yeast growth inhibition. inhibition, % at 20 µM. S. cerevisiae tim10-1 ts strain growth, BacTiter-Glo, 24 h. AID 463190. 330,000 tested, 2.2% active;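 active = inhibition of at least 40%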;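 also: mutant grown at 25 °C; 0% = DMSO wells with yeast and 100% = wells holding no yeast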
APJ agonist – agonists of human APJ apelin receptor; CHO-K1 APJ PathHunter beta-arrestin, luminescence; 0% DMSO wells, 100% apelin; activation, % at 20 µM; P35414; AID 2520; 330,000 tested, 0.11% active;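 active = activation more than six SD over the plate average, tested at 20 µM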;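 also: 0% = DMSO alone and 100% = apelin-13 at 10 nM; some results filed as inactive read as strong as hits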
Target sequence (P35414 whole entry, looked up): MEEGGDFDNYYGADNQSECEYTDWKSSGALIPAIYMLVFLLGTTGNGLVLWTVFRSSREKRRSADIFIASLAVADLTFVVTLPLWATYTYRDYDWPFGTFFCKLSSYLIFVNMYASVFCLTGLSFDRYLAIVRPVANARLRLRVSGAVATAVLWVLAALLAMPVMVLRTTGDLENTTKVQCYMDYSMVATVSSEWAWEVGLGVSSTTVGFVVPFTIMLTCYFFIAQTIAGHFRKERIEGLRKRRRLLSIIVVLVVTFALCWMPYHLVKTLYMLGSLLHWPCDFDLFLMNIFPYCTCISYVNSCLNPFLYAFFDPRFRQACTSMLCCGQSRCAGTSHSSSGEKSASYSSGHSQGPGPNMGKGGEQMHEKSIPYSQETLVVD
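Assay system: engineered CHO-K1 APJ arrestin reporter cells; Amount: 1000 CHO-K1 reporter cells seeded per well; Dosing: one dose, 20 µM compound, 1% DMSO; Times: compound stimulation 90 min at 25 °C, detection 60 min; Measured by: luminescent beta-gal fragment complementation, chemiluminescent substrate; Read-out: APJ–arrestin association signal; Controls: DMSO vs Apelin-13 10 nM.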
CHOP UPR activ – apoptotic UPR (CHOP) activation. CHO-CHOP luciferase reporter, luminescence; percent of tunicamycin response over DMSO baseline. activation, % at 10 µM. 330,000 tested, 0.34% active. AID 449763;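 active = at 10 µM dose, activation of 40% or more, normalized to positive control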;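 also: 100% = tunicamycin at 10 µg/mL and 0% = DMSO alone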
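Evaluation: % reporter activation, DMSO baseline versus tunicamycin full activation; System: CHO-CHOP luciferase reporter cell line; Input: 500 cells/well; Incubation: 6 h compound treatment, 37 °C; Measured by: Steady-Glo luciferase luminescence; Dosing: one dose, 10 µM in 0.5% DMSO; Buffer or medium: F12 medium, 10% FBS; Benchmarks: positive tunicamycin 10 µg/mL, negative DMSO alone.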
TIM10 inh – TIM10 yeast growth inhibition | inhibition, % at 10 µM | S. cerevisiae TIM10 strain growth, BacTiter-Glo luminescence, 24 h | 330,000 tested, 1.4% active;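 active = inhibition of 40% or more at the single tested concentration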;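 also: wild-type TIM10 isogenic control strain grown at permissive 25 °C; 0% = DMSO yeast wells and 100% = minimal medium wells without yeast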
APJ antag – APJ receptor antagonism; inhibition, % at 20 µM; 330,000 tested, 0.32% active; P35414; AID 2521; CHO-K1 APJ beta-arrestin complementation, luminescence;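 active = inhibition above about 40% at 20 µM, limit read from the data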;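 also: cells challenged with 10 nM apelin-13 agonist together with compound; plate controls were apelin-13 plus DMSO wells for no effect and DMSO wells lacking apelin-13 for full effect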
CXCR6 block – blocks human CXCR6 beta-arrestin recruitment; 360,000 tested, 0.36% active; CHO-K1 PathHunter CXCR6 beta-arrestin, luminescence; inhibition, % at 20 µM; in the data active = inhibition above about 34%, passing the limit was not always enough;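 also: antagonist mode with CXCL16 agonist at 10 nM final; 0% = 10 nM CXCL16 with DMSO and 100% = unstimulated wells without agonist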
Target sequence (O00574 whole entry, looked up): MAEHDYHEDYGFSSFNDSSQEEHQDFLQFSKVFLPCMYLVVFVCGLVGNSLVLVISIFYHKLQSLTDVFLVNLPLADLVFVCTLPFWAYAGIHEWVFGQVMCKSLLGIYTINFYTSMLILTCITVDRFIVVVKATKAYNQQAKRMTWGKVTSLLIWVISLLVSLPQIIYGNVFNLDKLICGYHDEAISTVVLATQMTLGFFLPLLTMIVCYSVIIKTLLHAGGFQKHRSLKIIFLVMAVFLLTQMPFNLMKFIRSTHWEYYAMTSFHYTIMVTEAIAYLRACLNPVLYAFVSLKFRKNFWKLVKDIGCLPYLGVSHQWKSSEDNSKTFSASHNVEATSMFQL
Starred values were filed as active, the others as inactive; · = no result given.

Values in the order: tim23-1 inh, UPR XBP1 act, Mdm2-MdmX inh, tim10-1 inh, APJ agonist, CHOP UPR activ, TIM10 inh, APJ antag, CXCR6 block
Cc1cc(C)cc(N(C(=O)CNC(=O)c2ccco2)C(C(=O)NC2CCCC2)c2cccnc2)c1 (stereo not given)
  7, -1, -3, 7, 0, 1.0, 15, 24, -1
O=C(NCCc1csc(-c2ccc(C(F)(F)F)cc2)n1)c1cccs1
  28, -1, 14, 38, -2, -0.3, 16, -6, 0
CCCCn1c(=O)c(C(=O)c2ccccc2)nc2ccccc21
  26, 0, 17, 27, -3, -0.7, 2, 17, 8
Cc1cc(Cl)nc(SCC(=O)c2ccccc2)n1
  7, -2, 7, 8, -2, 5.8, 6, 13, 2
Cc1nnc(N2CCC(C(=O)N3CCCCCC3)CC2)c2nn(-c3ccc(Cl)cc3)c(C)c12
  5, 6, 60*, 22, -9, 1.4, -3, 13, 7
COc1ccc(C2=CC(c3c(C)nn(-c4ccccc4)c3Cl)n3nnnc3N2)cc1OC (stereo not given)
  10, -3, 44, 16, 0, 2.4, 10, 9, -5
CCOc1cccc(C2CC(=O)Nc3cc(OC)c(OC)cc32)c1 (stereo not given)
  8, -4, 9, 1, 1, 3.4, 15, 1, -11
COc1ccc(Cl)cc1NC(=O)CCc1nc(-c2ccccc2F)no1
  34, -4, 27, 14, -2, -0.7, -7, -9, 0
Cc1ccc(C)c(S(=O)(=O)N2CCN(C(=O)[C@@H](NC(=O)c3ccc(F)cc3)C(C)C)CC2)c1
  19, -2, 19, 8, 0, 0.6, 5, -6, 0
CN(C)CCNC(=O)CCn1nc(-c2ccc(Cl)cc2)ccc1=O
  5, 1, -1, 4, -4, 0.7, 1, -3, -3
C=CCn1c(=O)c2ccccc2n2nnc(C(=O)OCC)c12
  -15, 0, 5, -13, 0, -1.2, -17, 2, -2
CCOc1ccc(C2/C(=C(\O)c3ccc4c(c3)OCCO4)C(=O)C(=O)N2CCCN2CCOCC2)cc1OC (stereo not given)
  18, -4, -8, -8, -1, 0.2, 4, -11, 1
COc1ccc(-c2[nH]ncc2-c2csc(C)n2)c(O)c1
  4, 1, 25, 15, -3, -0.2, 1, -3, 3
CCN(CC)S(=O)(=O)c1ccc2c(c1)c(=O)c(C(=O)NCCCN(C)c1ccccc1)cn2C
  14, -2, 23, 9, -1, 0.5, -2, 1, 18
CCOCC(=O)Nc1sc2c(c1C(=O)OCC)CCCC2
  25, -4, 6, 13, 0, 0.3, -3, 18, 2
COCCN1CCn2c(nc3cc(NC(=O)c4ccc(OC)cc4)ccc32)C1
  -19, -1, 18, -27, -1, 0.2, -1, -3, 0
COc1cc(-c2cc(C(=O)Nc3cccc(C(C)=O)c3)c3ccccc3n2)cc(OC)c1OC
  29, 6, 61*, 36, 1, 7.6, 22, 5, 2
CSc1ccc(/C=C/C(=O)OCC(=O)N(C)CCC#N)cc1
  1, 0, 4, 1, -1, 3.0, -10, 10, -2
Cc1cc(C(=O)Nc2c(C)n(C)n(-c3ccccc3)c2=O)cs1
  2, 1, 2, -3, -1, -1.3, 1, -4, -12
CC(C)C(=O)COc1c2occc2cc2ccc(=O)oc12
  9, -2, 3, -1, -2, -1.4, 1, 1, -2
CCN(CC)S(=O)(=O)c1cccc(C(=O)N/N=C/c2ccccn2)c1
  9, -1, -12, 21, -3, 3.7, -17, -7, 7
Cc1sc2ncnc(Sc3ccccc3C(=O)Nc3ccc(Br)cc3)c2c1C
  34, 4, 35, 32, -1, 1.6, 29, 4, 5
CC1CCCCN1C(=O)CSc1nnc(-c2ccc(Cl)s2)o1 (stereo not given)
  38, 3, -19, 34, -3, 4.6, 16, 0, 10
Cc1nc2cc(C(=O)NCCN3CCOCC3)ccc2n1-c1ccc(F)cc1F
  -18, 1, 7, -27, 1, -1.2, -6, 2, -1
Cc1csc(SCc2c(C(=O)O)oc3ccccc23)n1
  10, 0, 10, 8, 0, -1.1, 9, 7, -1
O=C(c1ncn(Cc2ccccc2)c1C(=O)N1CCN(c2ccccc2)CC1)N1CCN(c2ccccc2)CC1
  15, -4, 17, 33, 1, 1.8, 5, 0, 5
CC[C@@H]1C(c2cccc(Cl)c2)=NN(c2ccc(Br)cc2)[C@H]1C(=O)N1CCOC1=O
  50, 0, 18, 20, ·, 1.1, 16, ·, -4
CC(C)C[C@H](NC(=O)N1CCn2c1nc1ccccc12)C(=O)NC1CC1
  -10, -4, 8, 3, -2, -0.5, 5, 13, 12
CC(C)C[C@H](NC(=O)C1CC(=O)N(c2ccc3c(c2)OCCO3)C1)C(=O)N1CCCCC1 (stereo not given in full)
  -20, -7, 18, -1, 0, -2.3, 4, -19, 0
CN(C)/C=C(\C#N)S(=O)(=O)c1ccccc1
  1, 0, 4, 2, 1, -0.4, 2, 15, 5
O=C(NCCc1cccs1)C12CN(Cc3ccccc3)CC1C(c1cccc([N+](=O)[O-])c1)=NO2 (stereo not given)
  26, -1, -3, 5, -2, 0.1, 5, 2, 2
c1ccc(CCn2nnnc2CN2CCN(C3CCCC3)CC2)cc1
  7, -2, -20, 9, 5, 0.2, 0, 10, 2
O=C1NC(=O)[C@@H]2C3c4ccccc4C=CN3[C@H](C(=O)c3cccs3)[C@H]12 (stereo not given in full)
  7, -2, 1, -3, 0, 0.9, 7, -4, ·
COc1ccc(CC(=O)N/N=C/C=C/c2ccc3c(c2)OCO3)cc1OC
  6, 2, 19, -1, -3, -1.3, 13, 21, -12
COc1cc(C(c2sc3nc(C)nn3c2O)N2CCC3(CC2)OCCO3)cc(OC)c1OC (stereo not given)
  -1, 1, -26, 4, 1, 1.6, 12, 10, -8
CCOC(=O)c1ccc(Nc2ncnc3ccccc23)cc1
  -1, 3, 31, -16, -4, 4.4, 18, 1, -5
O=C(N/N=C/c1cccc([N+](=O)[O-])c1O)c1cccs1
  35, 0, 0, 36, -6, 0.6, 37, 15, 24
CCOC(=O)Cn1nc(C)n(-c2ccc(C(C)(C)C)cc2)c1=O
  9, 1, -22, 26, -1, -2.5, -4, -7, 5
COc1ccccc1CNC(=O)c1ccccc1N(C)S(C)(=O)=O
  21, 1, 3, 10, -4, 0.5, 0, -3, 2
CC(C)C(=O)C1=Cc2cccc([N+](=O)[O-])c2OC1N1CCOCC1 (stereo not given)
  37, -1, -5, 25, -3, 0.6, 23, -23, 7
CCOC(=O)c1cccc(C2=CC(=O)C[C@H](c3ccc(OC)c(OC)c3)C2)c1
  24, -1, 37, 8, -4, -0.7, 8, 6, -5
Cc1cc(C(C)(C)C)cc(C)c1COC(=O)C1CCC(=O)N1 (stereo not given)
  14, -2, 19, 4, 2, -0.7, -4, 8, -1
CCC(=O)OCC(=O)Nc1ccc(OC)cc1[N+](=O)[O-]
  0, 0, -11, -2, -3, -1.4, -3, -12, 10
Cc1ccc(C(=O)N/C(=C\c2ccc(-c3ccc(Br)cc3)o2)C(=O)NCCCN(C)C)cc1
  9, 29, 100*, 12, -1, 7.8, 3, 18, 12
O=C(NC(=S)Nc1ccc(S(=O)(=O)N2CCCC2)cc1)c1cccs1
  17, 1, -10, 25, -3, 1.9, 24, 17, 13
O=C(CCN1C(=O)/C(=C/c2ccc3c(c2)OCO3)SC1=S)NNC(=O)c1cccnc1
  11, 1, 2, 7, 2, 0.5, -15, 4, -1
CCC(C)(C)NC(=O)c1cc([N+](=O)[O-])ccc1N1CCCCC1
  33, -2, 27, 36, -5, -1.4, -2, 9, 8
C=C(C)C1CC=C(C)/C(=N/NC(=O)COc2cccc3ccccc23)C1 (stereo not given)
  9, 4, -26, 17, -4, 2.2, 17, 2, 1
CS(=O)(=O)c1ccc(Cl)c(NC(=O)COC(=O)Cc2c[nH]c3ccccc23)c1
  8, -2, 4, 5, 12, 0.6, 4, 0, 1
COc1cccc(-c2noc(C3CCCN(C(=O)c4cccc(F)c4)C3)n2)c1 (stereo not given)
  15, -4, 7, -15, -4, 2.5, 15, 3, 3
O=C(NC(=S)NCCN1CCOCC1)c1ccc(Cl)cc1Cl
  -9, -1, 8, 10, 1, 0.5, 0, 7, -4
CC(Sc1nncs1)C(=O)Nc1ccc2c(c1)OCCO2 (stereo not given)
  5, 4, -5, 3, 2, 2.5, 14, -41, -5
O=C1CCN(S(=O)(=O)c2ccccc2)CCN1CCOCc1ccc(F)cc1
  23, 0, -24, 5, 1, -1.9, 2, -3, -4
CN(C)CCNC(=O)c1ccc2c(c1)NC(=O)c1ccccc1S2
  3, -4, 33, 1, -4, -0.7, -13, 2, 4
COc1ccc(C2NCCc3sccc32)cc1 (stereo not given)
  -3, 0, 8, 14, -4, -0.5, 5, 11, -3
Cc1ccc(Cn2nc(C)c(NC(=O)c3cc(-c4ccc5c(c4)OCO5)on3)c2C)cc1
  19, -1, 14, 25, -1, 2.2, 19, -1, ·
CCc1cc(C(=O)NCC(c2ccco2)N2CCCCC2)sc1C (stereo not given)
  -7, 0, 32, 11, -3, -1.9, 4, 1, -2
COc1ccccc1N1CCN(C2CCCN(C(=O)CN3CCCCC3=O)C2)CC1 (stereo not given)
  6, -3, 10, 7, -7, 0.1, 1, -1, 9
CCCCN1C(=O)C(O)=C(C(C)=O)C1c1ccccc1[N+](=O)[O-] (stereo not given)
  10, -2, -11, -4, -1, -0.6, 3, -31, -16
Cc1cc(C)cc(N(CCC#N)C(=O)COC(=O)c2ccc(OCc3c(C)noc3C)cc2)c1
  19, 2, 11, 11, -5, -0.2, 15, 26, -5

Marked active in Mdm2-MdmX inh, among the entries above:
molecule	UPR XBP1 act	Mdm2-MdmX inh	APJ antag	CXCR6 block
Cc1nnc(N2CCC(C(=O)N3CCCCCC3)CC2)c2nn(-c3ccc(Cl)cc3)c(C)c12	6	60*	13	7
COc1cc(-c2cc(C(=O)Nc3cccc(C(C)=O)c3)c3ccccc3n2)cc(OC)c1OC	6	61*	5	2
Cc1ccc(C(=O)N/C(=C\c2ccc(-c3ccc(Br)cc3)o2)C(=O)NCCCN(C)C)cc1	29	100*	18	12

The listing continues:
Values in the order: tim23-1 inh, UPR XBP1 act, Mdm2-MdmX inh, tim10-1 inh, APJ agonist, CHOP UPR activ, TIM10 inh, APJ antag, CXCR6 block
CCOc1ccc(-c2noc(CCC(=O)NC3CCCC3)n2)cc1OC
  -7, 6, -10, -19, 0, 1.9, 6, 19, 4
COc1ccccc1N1C(=O)C2C3CC(c4ccccc4)C(C3)C2C1=O (stereo not given)
  9, -5, 9, 10, 0, 1.8, 1, 20, 0
CC(C)c1nc(SCC(=O)N2c3ccccc3CC2C)c2ccccc2n1 (stereo not given)
  29, -4, 17, 39, -1, 2.6, 33, 25, 1
COc1cccc(Cn2nnc(C(=O)Nc3cc(Cl)ccc3OC)c2N)c1
  24, 13, 16, 11, -1, -1.9, 15, 11, -13
CN(C1CCCCC1)S(=O)(=O)c1ccc(S(=O)(=O)N2CCCC2)cc1
  31, -4, 16, 20, -3, 1.3, 12, 8, -1
Cc1ccc(S(=O)(=O)N2[C@@H](c3ccc(Br)cc3)C(C(=O)O)=CC[C@H]2c2cccc(C)c2)cc1
  24, -1, 12, 16, -4, -0.5, 9, 15, 2

A portion of the library; count on the stated rates, not on these rows.
